MITF inh: blocks human microphthalmia-associated transcription factor; O75030; AlphaScreen MITF homodimerization, bead proximity signal; inhibition, % at 2.6 µM; 650,000 tested, 0.91% active; AID 1259374; in the data active means inhibition above about 50%;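 further: 0% = vehicle wells with protein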
TEAD-YAP inh: TEAD-YAP interaction inhibition; HEK-TIYL cells, TEAD-Gal4/YAP UAS-luciferase luminescence; inhibition, % at 9.12 µM; 640,000 tested, 1.4% active; AID 1259422; in the data active means inhibition above about 32%;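 further: 0% = median of test compound wells and 100% = reference inhibitor wells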
FBW7 act: activators of human E3 ligase FBW7; AlphaScreen FBW7–phospho-cyclin E peptide binding, activator screen; normalized activity (activation), % at 26.1 µM; 650,000 tested, 0.13% active; in the data active means normalized activity above about 1.9%;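 further: purified mutant Fbw7 with reduced substrate affinity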
Target sequence (Q969H0 whole entry, looked up): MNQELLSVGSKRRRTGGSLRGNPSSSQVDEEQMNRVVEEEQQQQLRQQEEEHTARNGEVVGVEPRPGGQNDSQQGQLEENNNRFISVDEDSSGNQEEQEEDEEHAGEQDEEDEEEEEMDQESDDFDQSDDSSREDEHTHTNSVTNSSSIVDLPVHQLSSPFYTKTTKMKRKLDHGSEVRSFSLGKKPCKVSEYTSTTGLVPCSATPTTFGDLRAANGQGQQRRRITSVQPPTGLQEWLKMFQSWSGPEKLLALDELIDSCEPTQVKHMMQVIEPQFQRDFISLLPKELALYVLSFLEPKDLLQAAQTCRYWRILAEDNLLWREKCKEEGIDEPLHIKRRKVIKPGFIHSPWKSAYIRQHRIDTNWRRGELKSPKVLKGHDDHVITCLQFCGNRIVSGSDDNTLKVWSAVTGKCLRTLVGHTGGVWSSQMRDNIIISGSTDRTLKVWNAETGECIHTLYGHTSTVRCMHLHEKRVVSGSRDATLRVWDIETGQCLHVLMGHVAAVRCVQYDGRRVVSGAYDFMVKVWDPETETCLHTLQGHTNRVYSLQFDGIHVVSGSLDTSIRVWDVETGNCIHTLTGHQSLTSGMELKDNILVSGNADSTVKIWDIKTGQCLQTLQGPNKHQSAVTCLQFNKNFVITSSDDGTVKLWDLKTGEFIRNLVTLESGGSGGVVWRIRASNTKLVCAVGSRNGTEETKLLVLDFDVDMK
GPR151 activ: activates the human receptor GPR151; PathHunter beta-arrestin GPR151 cells, luminescence; activation, % at 11.2 µM; 650,000 tested, 1% active; in the data active means activation above about 4.9%;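 further: 0% = median of compound wells and 100% = cells with positive control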
Target sequence (Q8TDV0 whole entry, looked up): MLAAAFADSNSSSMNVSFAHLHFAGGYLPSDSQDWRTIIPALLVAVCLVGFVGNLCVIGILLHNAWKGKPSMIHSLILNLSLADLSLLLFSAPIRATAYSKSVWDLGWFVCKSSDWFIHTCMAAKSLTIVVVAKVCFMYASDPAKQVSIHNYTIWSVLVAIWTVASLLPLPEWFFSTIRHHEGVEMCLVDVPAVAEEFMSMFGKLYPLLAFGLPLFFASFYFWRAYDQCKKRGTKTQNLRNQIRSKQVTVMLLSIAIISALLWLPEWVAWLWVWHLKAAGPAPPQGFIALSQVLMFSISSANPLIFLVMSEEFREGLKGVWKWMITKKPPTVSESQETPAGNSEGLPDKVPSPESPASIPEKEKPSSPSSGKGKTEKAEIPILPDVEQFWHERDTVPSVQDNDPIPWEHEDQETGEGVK
* marks the source's active call; other numbers are inactive results. An unsorted share of the library; overall some 3.4% were active at least once.

smiles	MITF inh	TEAD-YAP inh	FBW7 act	GPR151 activ
COc1ccc(OC)c(-n2cnc3cc(C(=O)NCc4cccnc4)ccc32)c1	22.6	-4.8	0.1	-0.4
O=C(Cn1cccc1C(=O)c1ccccc1)NCc1ccc2c(c1)OCO2	6.9	-17.3	0.1	-0.3
CCOC(=O)c1ccc(Nc2cc(C)nc3c(C)cc(C)cc23)cc1	1.1	46.5*	0.3	-0.6
O=C1OC(c2cc([N+](=O)[O-])ccc2Cl)=N/C1=C\c1cccc(Br)c1	3.5	6.4	0.4	1.0
CCOc1cccc(C2CC(c3cccc(OC)c3)=NC(c3ccc(Br)cc3)N2)c1O (stereo not given)	3.4	-14.7	-0.1	-0.5
COC(=O)c1ccc(Cn2cnc(-c3ccc(F)cc3)cc2=O)o1	3.7	5.2	0.2	0.7
CS(=O)(=O)N(C(=O)NC(=O)Nc1nncs1)C1CCCCC1	12.3	3.2	0.0	-1.9
O=C(Cn1cnc2c(oc3ccccc32)c1=O)Nc1ccc(Br)cc1	-16.7	6.7	0.3	-1.2
COc1ccc(C(=O)OC(C)CN(C)C)cc1 (stereo not given)	-5.0	2.8	-0.1	-1.3
COc1ccc(C(=O)Nc2nc(-c3ccccc3)cs2)cc1OC	-2.9	8.0	0.0	1.4

Carrying on:
smiles	MITF inh	TEAD-YAP inh	FBW7 act	GPR151 activ
O=C(NC(c1ccccc1)c1ccccc1)C1CCCO1 (stereo not given)	30.2	1.2	0.9	0.2
COc1ccc(C(=O)N2CCN(Cc3c(OC)ccc4ccccc34)CC2)cc1	29.7	8.8	0.1	0.9
Cc1cc(C)c(OCCN2C(=O)NC(C)(C)C2=O)c(Cl)c1	2.8	11.8	-0.1	-1.1
CCOC(=O)C1=C(O)/C(=C\c2ccc(OCc3ccccc3)cc2)N=C1C	-4.5	-4.3	-0.6	-0.5
CNC(=O)[C@@H]1C[C@@H](NC2CCCCCCC2)CN1Cc1ccncc1	11.6	-1.3	0.6	1.2
Cc1ccc(S(=O)(=O)N(C)CC(=O)N2CCN(c3ccc(F)cc3)CC2)cc1	-21.5	10.0	-0.1	1.5
COc1ccc(CNC(=O)C(Cc2ccccc2)n2cccc2)cc1 (stereo not given)	8.5	9.9	-0.3	-0.3
c1ccc(CNc2cc(Nc3ccccc3)ncn2)cc1	4.2	-18.7	0.0	0.5
CC(=O)CC(=O)NC1C2CC3CC(C2)CC1C3 (stereo not given)	3.9	-11.8	0.6	-1.2
COc1ccc(CNC(=O)CCc2nc3cccnc3n2-c2ccccc2)cc1	-1.2	0.5	-0.1	-1.8

A draw from above in order of heavy-atom count, lowest first.
smiles	MITF inh	TEAD-YAP inh	FBW7 act	GPR151 activ
COC(=O)c1ccc(Cn2cnc(-c3ccc(F)cc3)cc2=O)o1	3.7	5.2	0.2	0.7
O=C(Cn1cnc2c(oc3ccccc32)c1=O)Nc1ccc(Br)cc1	-16.7	6.7	0.3	-1.2
COc1ccc(OC)c(-n2cnc3cc(C(=O)NCc4cccnc4)ccc32)c1	22.6	-4.8	0.1	-0.4

Continuation:
smiles	MITF inh	TEAD-YAP inh	FBW7 act	GPR151 activ
CN(C)c1cccc(Nc2nccc(NCc3cccc(C(F)(F)F)c3)n2)c1	8.5	27.1	-0.2	1.1
Nc1c(C(=O)Nc2cccc(F)c2)sc2nc(-c3ccc4c(c3)OCO4)ccc12	-8.2	-33.7	0.0	0.5
COc1ccc2oc(C)c(C(=O)Nc3ccccc3C)c2c1	12.2	-13.5	0.8	-1.0
O=C(N/N=C/c1ccccc1C(F)(F)F)c1cccs1	2.3	-30.2	-0.1	-0.3
O=C(NS(=O)(=O)c1ccc(F)cc1)c1ccc(F)cc1	10.5	0.0	-0.2	0.2
CCc1c(C)nc2cc(-c3cccs3)nn2c1N1CCC(O)CC1	17.4	1.4	0.4	6.2*
O=S(=O)(NC1c2cccc3cccc(c23)C1Sc1nnnn1-c1ccccc1)c1ccccc1 (stereo not given)	-2.1	1.2	-0.2	-1.0
Cc1cc(C(=O)NC(c2ccccc2)c2ccccc2)c(C)o1	-9.4	-2.7	-0.3	0.0
Cc1ncccc1C(=O)N[C@H](C)Cn1nnc2ccccc21	10.1	-3.0	0.3	0.4
CN(C)c1ccc(/C=N/NC(=O)c2n[nH]c3c2CCC3)cc1	10.3	35.0*	0.0	0.8

Fetched by structure from the list above:
smiles	MITF inh	TEAD-YAP inh	FBW7 act	GPR151 activ
CN(C)c1cccc(Nc2nccc(NCc3cccc(C(F)(F)F)c3)n2)c1	8.5	27.1	-0.2	1.1
Cc1ncccc1C(=O)N[C@H](C)Cn1nnc2ccccc21	10.1	-3.0	0.3	0.4

(further entries)
smiles	MITF inh	TEAD-YAP inh	FBW7 act	GPR151 activ
COC(=O)C1=C(O)/C(=C\c2ccc(Br)cc2)N=C1C	9.4	6.7	-0.1	-1.3
CCc1cccc(CC)c1NS(=O)(=O)c1cc(Br)cnc1N	6.3	7.2	0.4	-2.0
CCCc1cc(C(=O)Nc2cccc(Cl)c2C)no1	-14.9	-34.1	-0.1	-0.3
O=C(O)c1cc(-c2ccc(O)c(O)c2)nc2n[nH]c(-c3ccc([N+](=O)[O-])cc3)c12	27.4	-0.9	-0.1	-0.4
COc1ccc(/C(O)=C2/C(=O)C(=O)N(Cc3cccnc3)C2c2ccccc2F)cc1 (stereo not given)	7.0	4.7	0.0	-2.0
CN(c1ccccc1C(=O)O)C1SC(=O)N(c2ccccc2)C1=O (stereo not given)	0.7	-11.4	-0.8	0.4
CCOC(=O)[C@H](CC(C)C)NS(=O)(=O)c1ccc(CBr)cc1	3.7	6.6	0.3	0.5
O=C(Nc1ccc(C(=O)Oc2ccccc2)cc1)c1ccc(-c2ccccc2)cc1	2.7	-4.3	0.1	-0.9
CCCSc1n[nH]c(NC(C)=O)n1	-3.0	-0.1	0.1	-0.3
Cc1nn(C)c(C)c1-c1cc(C(=O)O)[nH]n1	11.4	5.0	0.2	-0.5

Next compounds:
smiles	MITF inh	TEAD-YAP inh	FBW7 act	GPR151 activ
COc1ccc(-c2cc(C(F)(F)F)n3nc(C(=O)NCc4ccc5c(c4)OCO5)cc3n2)cc1	15.0	7.2	0.1	-0.2
Cc1ccc(-c2nc3cc(NC(=O)COc4cc(C)c(Cl)c(C)c4)ccc3o2)cc1	-6.0	-37.5	0.0	1.0
CCN(CC)S(=O)(=O)c1cc(S(=O)(=O)c2ccc(C)c(S(=O)(=O)N(CC)CC)c2)ccc1C	13.9	-0.2	0.1	-0.8
COc1ccc(Cl)cc1NC(=O)NC1CCCCC1N1C(=O)CSC1=O (stereo not given)	-2.5	-3.5	-0.1	0.3
CCNC(=O)c1ccc(NS(=O)(=O)c2ccccc2)cc1	1.1	-5.0	-0.1	-2.4
CCOc1c(Cl)cc(C=C2C(=O)NC(=O)NC2=O)cc1OC	5.2	-0.5	-0.1	-1.1
Cc1cccc(-c2ccc(NC(=O)C3CCN(Cc4cnn(C)c4C)CC3)cc2)c1	0.5	-0.1	0.0	2.9
COc1cc(/C=N/N=C2/NC(=O)CS2)ccc1OC(=O)c1ccccc1C	-2.0	3.4	0.1	10.4*
Cn1c(=O)c2c(nc(NCc3ccco3)n2C)n(C)c1=O	-7.0	4.1	-0.2	2.3
Cc1cccc(N(CC(=O)Nc2c(C)cccc2C(C)C)S(C)(=O)=O)c1	10.9	-0.7	0.0	2.4

Other results follow.
smiles	MITF inh	TEAD-YAP inh	FBW7 act	GPR151 activ
O=C(Nc1nnc(-c2cccc([N+](=O)[O-])c2)s1)c1cccs1	-2.6	4.9	-0.1	8.6*
Cc1ccc(NC(=O)c2cccc3[nH]ncc23)cc1Cl	9.6	20.3	0.8	-3.6
c1ccc(Nc2nc(N3CCc4ccccc4C3)nc3nc[nH]c23)cc1	-0.3	-5.1	0.0	-0.1
Nc1n[nH]c(C(=O)N/N=C/c2ccc(O)cc2O)n1	21.9	2.5	-0.6	0.3
CCCCOc1ccc(C(=O)Nc2cccc(-c3cn4cccnc4n3)c2)cc1	-2.6	-24.8	-0.2	-0.6
Cc1cc(CNCc2ccc(OCC(O)CN3CCc4ccccc4C3)cc2)nn1C (stereo not given)	-18.3	-3.5	0.0	-1.6
CCC(=O)NC(c1nnc2n1CCN(Cc1ccc3c(c1)CCO3)CC2)C(C)C (stereo not given)	-4.7	8.3	0.0	-0.5
CCCCCOC(=O)C(CC)Sc1n[nH]c(=O)[nH]c1=O (stereo not given)	-1.8	5.1	0.0	1.7
O=C(/C=C\c1cccs1)Nc1ccccc1NC(=O)c1ccccc1F	-1.3	7.0	0.1	-0.2
c1ccc(Cc2cn[nH]c2C2CCN(C3CCSC3)CC2)cc1 (stereo not given)	0.3	9.0	0.0	-0.5

Following part:
smiles	MITF inh	TEAD-YAP inh	FBW7 act	GPR151 activ
CCC1CCCCN1C(=O)c1sc2ncnc(N3CCc4ccccc4C3)c2c1C (stereo not given)	3.0	1.9	0.7	-0.7
CC(=O)c1nn(-c2ccc([N+](=O)[O-])cc2)c(=Nc2cccc3ccccc23)s1	3.6	17.3	0.1	-1.2
O=C(CSc1ncn[nH]1)Nc1ccc(C(=O)O)cc1	-1.3	-5.8	0.1	-3.0
COC(=O)CCCN1C(=O)c2cccc3cccc(c23)C1=O	-6.0	3.2	0.0	0.9
CCOc1ccccc1-n1c(=S)sc2c(=O)n(-c3ccccc3F)c(SCC(=O)O)nc21	-10.5	-2.4	-0.1	0.4
COc1ccc(C=Nc2cccc(C(=O)O)c2)cc1	-10.1	0.3	0.1	0.4
C=C(C)Cn1c(SCCCC)nc2sc3c(c2c1=O)CCCC3	2.9	-7.6	0.0	-0.8
CCn1c(CNC(=O)c2ccc(OC)c(OC)c2)n[nH]c1=S	0.1	-2.8	-0.2	0.5
CC(=O)Nc1cccc(NC(=O)c2ccc(=O)[nH]c2)c1	0.3	-0.6	0.5	-1.0
Cc1ccc(OCC(=O)N2CCN(c3ccccc3)CC2)c(C)c1	13.9	4.2	0.1	1.5

Going on with the list:
smiles	MITF inh	TEAD-YAP inh	FBW7 act	GPR151 activ
Cc1nnc(SCc2ccc(Br)cc2)[nH]c1=O	-5.0	10.1	0.1	0.1
FC(F)(F)c1cccc(CNc2ccnc(Nc3ccc4ncccc4c3)n2)c1	-3.7	23.2	0.0	2.2
CCn1cc(C(=O)O)c(=O)c2cc(F)c(N3CCN(C(=O)c4cccnc4)CC3)cc21	-8.7	-2.5	-0.2	-1.0
O=C(O)/C=C/c1ccc(S(=O)(=O)NCCCC(=O)O)cc1	-6.7	-11.3	0.1	-0.3
COc1ccc(Cc2nnc(Nc3ccccc3C)[nH]c2=O)cc1	12.2	6.7	0.0	-1.3
O=C(O)c1ccc2nc(CCl)[nH]c2c1	-0.1	0.5	0.3	0.4
COC(CN(C)c1ccc(-c2ccc(O)cc2)cn1)OC	8.9	64.0*	-0.2	1.3
O=C1CSC2(C(=O)Nc3ccccc32)N1c1cccc([N+](=O)[O-])c1 (stereo not given)	-0.3	7.9	-0.6	1.0
COC(=O)c1ccccc1NC(=O)CN(C1CCCCC1)S(=O)(=O)c1ccc(C)cc1	-9.8	-4.2	-0.2	-0.2
O=C(Nc1ccc(N2CCOCC2)cc1)c1cccc(-n2cc(C(=O)Nc3ccccc3)cn2)c1	23.5	-20.1	-0.2	0.6

(next part)
smiles	MITF inh	TEAD-YAP inh	FBW7 act	GPR151 activ
COc1cc(CNc2cc(C)ccc2C)cc(OC)c1OC	2.9	-1.0	0.0	0.1
N#C/C(=C(/O)c1cc2ccccc2oc1=O)c1nnc2n1CCCCC2	-2.4	2.2	0.0	-0.2
CS(=O)(=O)N1CCN(c2ccc(-c3ccccn3)nn2)CC1	87.4*	-24.6	-1.1	-3.4
COC(=O)c1cccc(NC(=O)c2cc(OC)c(OC)c(OC)c2Br)c1	0.0	1.1	0.0	-0.6
C=CCN1C(=O)S/C(=C\c2ccc3c(c2)n(C)c(=O)n3C)C1=O	7.3	4.9	0.1	0.1
O=C(NCCCn1ccnc1)c1ccc(Br)cc1	-6.8	-1.8	-0.1	-0.1
Cc1cnc(C)c(-c2ccc3c(c2)CC(CNC(=O)Cc2cccc(Cl)c2)O3)n1 (stereo not given)	-20.1	-3.5	0.0	2.3
COc1cn2c(cc1=O)C(=O)N(CCNC(=O)C1CC1)CC2	2.1	-9.4	-0.1	1.2
CCOc1ccc(NC(=O)c2c(NC(=O)CN3CCN(C)CC3)sc3c2CCC3)cc1	10.7	11.4	0.2	-0.6
O=C1CCCN1CCn1cnc2c(Nc3ccccc3)nc(Nc3ccccc3)nc21	-17.7	-5.3	-0.1	0.1

(next part)
smiles	MITF inh	TEAD-YAP inh	FBW7 act	GPR151 activ
O=C(Nc1ccc(Cl)cc1)c1cc(S(=O)(=O)NCc2ccco2)ccc1Cl	0.8	10.6	0.2	-0.5
O=C(CSc1nnc(-c2ccccc2)c(-c2ccccc2)n1)NC1CCCC1	12.8	-3.1	0.5	-2.3
CCN(CC)P(=NC(=O)c1ccccc1)(C1=C(O)CCCC1)N(CC)CC	6.7	-2.4	-0.2	1.8
O=C(Cn1c(=O)n(-c2ccccc2)c(=O)c2oc3ccccc3c21)Nc1ccccc1	4.0	5.7	0.2	-2.3
O=C(COc1ccccc1)Oc1coc(CSc2ncccn2)cc1=O	6.4	2.6	-0.1	-1.0
CCCC(C(=O)O)N1C(=O)c2ccccc2C1=O (stereo not given)	-2.1	2.3	-0.1	0.2
COc1ccc(/C=N/NC(=O)C(C)Sc2nc(C)cc(C)n2)c(OC)c1 (stereo not given)	5.1	15.5	0.1	-0.3
CCOCCCNC(=O)C(NC(=O)c1ccccc1O)c1ccc(Cl)cc1 (stereo not given)	8.3	9.3	0.0	0.1
O=C(CCCc1ccccc1)Nc1ccc(F)cc1	-4.2	-90.1	0.1	6.1*
